G9a block: G9a (human) methyltransferase inhibition | Potency, µM (doses to about 102 µM), for the others: top-dose activity, negative = inhibition, actives largely listed as inhibitors | AID 504332 | G9a H3K9 monomethylation, AlphaScreen, 2 h | actives 8.8% (n = 350,000); also: potency is read from the fitted curve at half-maximal effect; % is scaled to controls: 0 for no effect and ±100 for the full control effect; nearly all actives have a fitted effect of over 75% in size
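Using a bead-based AlphaScreen, monomethylated H3K9 product from 2 h room-temperature reactions (G9a 20 nM, peptide 500 nM, SAM 20 uM) was detected with 0.5 ug/mL rabbit anti-H3K9me1 antibody.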
Tb PGK inh: inhibitors of T. brucei phosphoglycerate kinase; Potency, µM (top dose mostly 57.5 µM), without a hit: at the highest dose activity change, negative = inhibition, most hits filed as inhibitors; PGK/GAPDH coupled, Kinase-Glo luminescence, 60 min; actives 0.043% (n = 380,000); P07378; also: potency is read from the fitted curve at half-maximal effect; % is scaled to controls: 0 for no effect and ±100 for the full control effect; nearly all actives have a fitted effect of over 60% in size
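Luminescent ATP detection (Kinase-Glo Plus) follows a 60-minute room-temperature incubation, with wells lacking PGK as controls. Buffer: 100 mM TEA (pH 7.6), 5 mM MgCl2, 0.01% Tween-20. Coupling enzyme GAPDH (100 nM final) supplies unstable 1,3-BPG in-well.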
HP1b binding inh: blocks HP1-beta chromodomain binding to methylated histone tails; actives 0.56% (n = 390,000); P83916; AID 540317; Potency, µM (titrated, usually from 114 µM), inactives show top-dose activity change, negative = inhibition, usual class: inhibitors; AlphaScreen HP1-beta / biotin-H3K9me3 peptide binding; also: potency is read from the fitted curve at half-maximal effect; nearly all actives have a fitted effect of over 70% in size; inactives centre near 23
Target sequence (P83916 whole entry, looked up): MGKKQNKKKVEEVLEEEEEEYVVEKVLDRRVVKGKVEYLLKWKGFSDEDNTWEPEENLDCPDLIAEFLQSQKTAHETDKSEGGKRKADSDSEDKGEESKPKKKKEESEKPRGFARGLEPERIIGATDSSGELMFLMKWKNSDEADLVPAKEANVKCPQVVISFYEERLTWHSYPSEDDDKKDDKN
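AlphaScreen: HP1-beta (50 nM) preformed 30 min with biotin-H3(1-18)K9me3 peptide (50 nM) in PBS pH 7.4, 0.01% Tween-20. Compound added for 30 min at RT, then streptavidin donor/nickel chelate acceptor beads (10 ug/mL) for 30 min.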
Pin1 inh: human Pin1 inhibition; Potency, µM (series often up to 115 µM), for the others: at the top dose activity, negative = inhibition, hits mostly inhibitors; AID 504891; actives 0.009% (n = 390,000); Q13526; Pin1 FP peptide displacement, HiFluor488, 10 min; active = well fitted inhibition curve with a large enough effect in the polarisation, with a control signal flat, not every such curve was filed as active; inconclusive = small, poorly fitted or top-dose-only effect, or effect the other way, or a change in a side signal; inactive = no such curve, though single readings can be large or run the other way; the % refers to the polarisation; also: potency is read from the fitted curve at half-maximal effect; % is scaled to controls: 0 for no effect and ±100 for the full control effect
Target sequence (Q13526 whole entry, looked up): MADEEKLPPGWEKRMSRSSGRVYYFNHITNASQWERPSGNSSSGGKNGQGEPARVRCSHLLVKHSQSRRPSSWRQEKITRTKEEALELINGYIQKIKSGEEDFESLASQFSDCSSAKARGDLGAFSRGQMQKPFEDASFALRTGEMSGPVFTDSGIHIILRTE
BAZ2B inh: blocks human BAZ2B | Q9UIF8 | AlphaScreen BAZ2B-H3K14Ac peptide displacement | Potency, µM (doses to about 114 µM), for inactives: top-dose activity change, negative = inhibition, actives largely listed as inhibitors | actives 4.4% (n = 360,000) | AID 504333; also: potency is read from the fitted curve at half-maximal effect; % is scaled to controls: 0 for no effect and ±100 for the full control effect; nearly all actives have a fitted effect of over 60% in size
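BAZ2B (50 nM) with biotin-H3(5-23)K14Ac peptide (50 nM) in PBS pH 7.4, 0.01% Tween-20, preformed 30 min, then compound 30 min at room temperature; top concentration 110uM. AlphaScreen streptavidin donor/nickel chelate acceptor beads (10 ug/mL final), 20 min dark, signal read.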
POLH inh: blocks human DNA polymerase eta activity. Q9Y253. actives 1.2% (n = 390,000). Potency, µM (highest dose often 114 µM), for inactives: at the top dose activity change, negative = inhibition, usual class: inhibitors. recombinant Pol eta, fluorescent DNA replication assay. AID 588591; also: potency is read from the fitted curve at half-maximal effect; % is scaled to controls: 0 for no effect and ±100 for the full control effect
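Pol eta at 10 nM preincubated with compounds 15 min at room temperature; reaction started with fluorescent substrate (50 nM final) and read kinetically at 0 and 10 min.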
PI4K2A inh: blocks human PI4K2A kinase activity | Q9BTU6 | purified PI4K2A, ADP-Glo luminescence, 1 h; stronger effect = lower value | activity change, negative = inhibition, % at 76.9 µM | actives 0.13% (n = 420,000) | AID 1346378; in the data active = activity change below about -50%; inconclusive = mostly about -30% to -49%;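 also: -100% = wells without enzyme as full effect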
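In this quantitative HTS, ADP production by PI4K2A was quantified luminescently after 1 h at ambient temperature; 100 microM adenosine served as plate-quality control.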
GLS inh: blocks human kidney-isoform glutaminase activity; O94925; GLS enzymatic activity, qHTS titration; Potency, µM (doses to about 45.5 µM), without a hit: at the top dose activity change, negative = inhibition, hits mostly inhibitors; actives 0.21% (n = 410,000); AID 624170; also: potency is read from the fitted curve at half-maximal effect; % is scaled to controls: 0 for no effect and ±100 for the full control effect
Target sequence (O94925 whole entry, looked up, canonical isoform): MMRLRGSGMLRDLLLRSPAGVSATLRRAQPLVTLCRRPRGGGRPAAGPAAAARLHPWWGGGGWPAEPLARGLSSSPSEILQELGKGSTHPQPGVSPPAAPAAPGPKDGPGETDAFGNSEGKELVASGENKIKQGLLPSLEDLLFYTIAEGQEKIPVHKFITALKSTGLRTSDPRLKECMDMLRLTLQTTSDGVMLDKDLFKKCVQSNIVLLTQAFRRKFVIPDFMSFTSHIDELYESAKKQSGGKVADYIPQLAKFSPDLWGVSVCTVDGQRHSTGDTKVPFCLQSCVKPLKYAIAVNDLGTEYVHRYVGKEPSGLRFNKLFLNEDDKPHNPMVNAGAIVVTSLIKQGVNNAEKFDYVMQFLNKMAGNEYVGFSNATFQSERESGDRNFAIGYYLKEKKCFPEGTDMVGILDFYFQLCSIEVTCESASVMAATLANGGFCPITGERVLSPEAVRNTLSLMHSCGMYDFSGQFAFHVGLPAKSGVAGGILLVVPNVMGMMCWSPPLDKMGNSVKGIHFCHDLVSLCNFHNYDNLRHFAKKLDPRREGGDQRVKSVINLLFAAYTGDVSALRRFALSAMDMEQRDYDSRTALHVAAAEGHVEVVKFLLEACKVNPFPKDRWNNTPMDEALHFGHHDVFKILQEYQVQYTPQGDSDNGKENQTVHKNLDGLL
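Read-out is an Amplex red fluorescence increase coupled through glutamate oxidase and HRP, measured before and after 30 min room-temperature incubation. hKGA is in 45 mM KH2PO4 (pH 8.2) with 0.02% Tween-20; glutamine added as 1mM solution.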
JMJD2A Tudor inh: blocks the human JMJD2A Tudor domain; O75164; AlphaScreen JMJD2A-Tudor / H3K4me3 peptide binding; Potency, µM (doses to about 114 µM), for inactives: top-dose activity change, negative = inhibition, most hits filed as inhibitors; actives 4.4% (n = 390,000); also: potency is read from the fitted curve at half-maximal effect; % is scaled to controls: 0 for no effect and ±100 for the full control effect; nearly all actives have a fitted effect of over 50% in size
Starred values were filed as active, the others as inactive; i = inactive; ? = inconclusive; / = not tested or not shown; [ ] = another dose, or the depositor's remark. Unless noted, calls follow the shape of the dose curve; as a rule, active = well fitted curve in the direction sought with a large enough effect; inconclusive = small, poorly fitted or top-dose-only effect, or another doubt; inactive = no such curve, though single readings can be large; an effect the other way counts as inactive or inconclusive. A portion of the library, so the mix of outcomes need not match the whole.

G9a block | Tb PGK inh | HP1b binding inh | Pin1 inh | BAZ2B inh | POLH inh | PI4K2A inh | GLS inh | JMJD2A Tudor inh | SMILES
6%[12.7 µM] | i | 2% | 1% | ? | -15% | -4 | 1% | -23% | CCCn1c(SCC(=O)c2cc(C)n(C3CC3)c2C)n[nH]c1=O
40µM* | -8% | 14% | 1% | ? | 1% | -6 | 32%[activator] | -27% | CCc1cc(C(=O)NNC(=O)CCN2CCN(c3ccccc3)CC2)sc1C
7.9µM* | -3% | 19% | 0% | -8% | -4% | 4 | 10% | -13% | C[N+]1(CCCOC(=O)C2(c3ccccc3)CCCC2)CCOCC1
11% | i | 61%[activator] | / | 4% | -5% | 3 | -3% | 12% | COc1ccccc1N1C(=O)c2cccc3c(N(C)CCO)ccc(c23)C1=O
18%[59 µM] | -5% | 12% | -3% | 12% | -8% | -2 | -16% | -6% | O=C(Nc1ccccc1Cl)c1cccc(NC(=O)C2C3CC4OC(=O)C2C4C3)c1 (stereo not given)
-8% | -7% | 5% | -4% | -14% | -5% | 4 | -6% | -8%[11.4 µM] | O=C(Nc1ccccc1)Nc1nncs1
? | -9% | 14% | -2% | 79µM* | -1% | 1 | 0% | -26% | Cc1cccnc1NC(=S)NC(=O)/C=C/c1ccccc1
20% | -4% | 9% | -14% | 2% | -5% | -9 | 1% | -14% | Cc1ccc(N(CC(=O)NCc2ccc(F)cc2)C(=O)c2csnn2)c(C)c1
4%[59 µM] | -2% | 15% | 9% | ? | -9% | -10 | 2% | -11%[57.1 µM] | Cn1cccc1CC(=O)N/N=C/C=C/c1ccccc1
7%[59 µM] | 0% | 33% | 1% | -24% | -12% | -1 | 9% | -10% | CC1CCCCN1CCCNC(=O)c1cc(Sc2ccc(Cl)cc2)nc2ccccc12 (stereo not given)
3% | -1% | 29% | 0% | -6% | ? | -1 | 2% | -19% | Cc1c(C)c(C)c2[nH]c(-c3ccc4c(c3)OCO4)nc2c1C
? | -4% | 17% | 10% | -34% | -22% | -4 | -6% | -23% | Cc1ccc(CN2CCCCC2C(=O)Nc2ccc(Oc3cccnc3)cc2)o1 (stereo not given)
10%[59 µM] | -8% | 27% | -3% | -2% | -13% | -6 | 2% | 3% | C=CCn1c(COc2cccc(C)c2)nnc1SCC(=O)c1c[nH]c2c(CC)cccc12
24% | 4% | 31% | 19% | 6% | -20% | -2 | 1% | 4% | CC(C)(C)OC(=O)Cn1c(=O)cnc2ccccc21
-32%[0.0925 µM] | -8% | 15% | -8% | -6% | -5% | 3 | 10% | -16% | COC(=O)Cn1cnc(=O)c(C#N)c1/C=C/N(C)C

(next part)
G9a block | Tb PGK inh | HP1b binding inh | Pin1 inh | BAZ2B inh | POLH inh | PI4K2A inh | GLS inh | JMJD2A Tudor inh | SMILES
-28% | -8% | 36% | 0% | 9% | -16% | 3 | -13% | -3% | CCC(C(=O)O)n1cnc2scc(-c3ccc(C)c(C)c3)c2c1=O (stereo not given)
11%[59 µM] | -3% | 29% | 46%[activator] | -4% | -23% | -1 | -2% | -3% | O=C(Nc1ccccc1)N1N=C(c2ccc(F)cc2)CC1c1ccc(F)cc1 (stereo not given)
-7%[59 µM] | 7% | -7% | 7% | 1% | 4% | 8 | 4% | -2% | Cc1ccc(S(=O)(=O)NCC(C)n2cncn2)cc1 (stereo not given)
-4%[2.33 µM] | -5% | 66%[activator] | 5% | 7% | -16% | 7 | 2% | 31% | Cc1nn(C(C)(C)C)c(OC(=O)C2CCCC2)c1S(=O)(=O)c1ccccc1
? | 5% | ? | -16% | 35µM* | 28µM* | 3 | ? | 50µM* | CC1=NN(c2ccccc2)C(=O)/C1=C/c1c(O)n(-c2ccc(F)c(Cl)c2)[nH]c1=O
-9% | 0% | -3% | -1% | 0% | -15% | 1 | 5% | -19% | CCN(CC(=O)Nc1ccc(NC(C)=O)cc1)C(=O)/C=C/c1ccc2c(c1)OCO2
11%[2.33 µM] | -4% | 27% | 2% | 13% | -10% | -2 | -8% | -5% | O=C(c1ccccc1F)N(Cc1ccc(F)cc1)C1CCS(=O)(=O)C1 (stereo not given)
? | i | 14% | 20% | 0% | 1% | -2 | 13% | -14% | O=C(C1CC1)N1CCc2cc(Br)cc(S(=O)(=O)N3CCN(c4ccccn4)CC3)c21
2%[59 µM] | 0% | 41%[activator] | -2% | 2% | -9% | -3 | 1% | 7% | Cc1c(CC(=O)NCCc2ccccc2F)c(=O)oc2cc(O)c(Cl)cc12
0%[59 µM] | -7% | 26%[57 µM] | -6% | -14% | -16% | -2 | 9% | -10% | CCOC(=O)c1c(C)[nH]c(CCC(=O)NCc2cccc(C)c2)c1C
3% | / | 43%[activator] | -3% | -15% | -19% | 9 | 0% | -26% | CS(=O)(=O)Nc1ccc(C2=NN(C(=O)c3cccc(F)c3)C(c3cccs3)C2)cc1 (stereo not given)
? | -4% | 21% | -2% | 1% | -22% | -1 | -8% | 11% | CCN1CCN(C(=O)/C(=C/c2ccco2)NC(=O)c2ccccc2)CC1
45µM* | -14% | -10% | 5% | -6% | 1% | -1 | 1% | -25% | C/C=C/Cn1c(SCCCc2ccccc2)nc2c1c(=O)[nH]c(=O)n2C
-8%[59 µM] | -3% | 24% | 19% | -1% | -3% | -1 | 7% | -16% | CCn1c(C(=O)NCCc2ccc(S(N)(=O)=O)cc2)cc2sc(Cl)cc21
0% | -3% | 17% | 0% | -1% | 5% | 4 | 4% | -4% | COc1ccc(C(=O)NC2CCN(CC(=O)Nc3c(C)cccc3C)CC2)cc1OC

The list continues.
G9a block | Tb PGK inh | HP1b binding inh | Pin1 inh | BAZ2B inh | POLH inh | PI4K2A inh | GLS inh | JMJD2A Tudor inh | SMILES
? | i | 40%[activator] | 1% | -8% | -10% | 6 | -4% | -3% | Cc1ccc(C)c(-n2c(-c3ccc(Br)cc3)csc2=NC(=O)c2ccccc2F)c1
-32% | 0% | 22% | -1% | -25% | -12% | 7 | -11% | -7% | CCCNC(=O)c1ccc(CNc2c(N3CCC(C(=O)OCC)CC3)c(=O)c2=O)cc1
4%[59 µM] | 0% | 27% | 15% | -3% | -4% | 2 | -3% | -14% | CC(=O)N1CCc2c(sc3c2c(=O)n(-c2ccccc2)c(=O)n3CC(=O)c2ccc(F)cc2)C1
22% | 5% | 21% | -6% | 5% | -9% | 4 | 1% | -13% | O=C(c1cc(Br)c[nH]1)N1CCSCC1
8%[59 µM] | / | 18% | 8% | ? | 1% | -3 | 3% | -1% | COC(=O)c1cc(OC)c(OC)c(OC)c1NC(=O)c1ccc(S(=O)(=O)N(C)C)cc1
14%[12.7 µM] | 1% | 4% | 3% | -37% | -13% | 2 | 6% | -13% | O=C(CN(Cc1ccco1)C(=O)CNS(=O)(=O)c1ccc(F)cc1)NCc1ccc(F)cc1
-15%[59 µM] | 0% | 6% | 12% | -13% | -19% | -1 | -9% | -1% | CCN(CC)CCNC(=O)c1ccc2c(c1)N(Cc1ccccc1)C(=O)c1ccccc1S2=O (stereo not given)
-22% | i | 27% | 6% | -24% | -6% | 3 | 0% | 6% | CCOC(=O)c1nn(-c2ccccc2)c(=O)cc1SC(C)C
28%[12.7 µM] | / | 51%[activator] | -4% | -19% | -6% | 0 | 1% | -10% | COc1ccc(CCNC(=O)Cn2cnc3scc(-c4ccccc4)c3c2=O)cc1OC
-1%[2.33 µM] | -2% | 20% | 2% | -4% | -4% | -2 | 3% | -14% | CCOc1ccc(N(C)S(=O)(=O)c2ccc3[nH]cc(C(=O)NCCCOC)c(=O)c3c2)cc1
/ | -8% | 16%[57 µM] | -3% | -13% | -9% | 0 | 6% | -9% | Cc1ccc(OCC(=O)Nc2c(C)ccc3nsnc23)cc1
17%[59 µM] | -3% | 40%[activator] | 17% | 3% | -18% | 1 | 3% | -3% | Cc1ccc(NC(=O)CCSc2nc(-c3ccco3)cc(C(F)(F)F)n2)cc1F
-9%[59 µM] | -4% | 15% | -1% | 3% | -2% | 2 | -9% | 5% | CCC(C)(C)NC(=O)C(c1ccc(C)o1)N(Cc1ccc2c(c1)OCO2)C(=O)c1snc(C(N)=O)c1N (stereo not given)
? | -3% | 0% | 3% | -11% | 2% | 1 | -17% | -20% | O=C(Nc1cccc(NC(=O)c2cccs2)c1)c1ccc(Br)o1
-1%[59 µM] | 4% | 28% | -7% | -1% | -2% | 1 | -3% | -27% | COc1ccc(-c2nsc(NC(=O)c3oc4ccc(Cl)cc4c3C)n2)cc1

Entries shown so far containing a tert-butyl group (2):
G9a block | Tb PGK inh | HP1b binding inh | Pin1 inh | BAZ2B inh | POLH inh | PI4K2A inh | GLS inh | JMJD2A Tudor inh | SMILES
24% | 4% | 31% | 19% | 6% | -20% | -2 | 1% | 4% | CC(C)(C)OC(=O)Cn1c(=O)cnc2ccccc21
-4%[2.33 µM] | -5% | 66%[activator] | 5% | 7% | -16% | 7 | 2% | 31% | Cc1nn(C(C)(C)C)c(OC(=O)C2CCCC2)c1S(=O)(=O)c1ccccc1

(listing goes on)
G9a block | Tb PGK inh | HP1b binding inh | Pin1 inh | BAZ2B inh | POLH inh | PI4K2A inh | GLS inh | JMJD2A Tudor inh | SMILES
94%[activator][12.7 µM] | i | 46%[activator] | -6% | 54%[activator] | -22% | -1 | 1% | -2% | COC(=O)c1sc(S(=O)(=O)N2CC(C)OC(C)C2)c(C(=O)OC)c1C (stereo not given)
20%[59 µM] | 0% | ? | 3% | -25% | -7% | 3 | 4% | 45µM* | COC(=O)c1cc(S(=O)(=O)N2CCCCC2)c[nH]1
-3%[12.7 µM] | -1% | 27% | -2% | -27% | -12% | 6 | 9% | -14% | O=c1[nH]c(N2CCc3ccccc32)nc2c1CCCC2
21%[59 µM] | 0% | 14% | 16% | -16% | -20% | 6 | -18% | -10% | CCOC(=O)c1ccccc1NC(=O)COc1ccccc1-c1nnc(-c2ccccc2)o1
